# High-throughput results deposited in PubChem by National Center for Advancing Translational Sciences (NCATS).
# EPAC1 agonist: qHTS for Agonist of cAMP-regulated guanine nucleotide exchange factor 3 (EPAC1): primary screen; Rap guanine nucleotide exchange factor 3 (Homo sapiens), O95398; EPAC1 agonist qHTS, biochemical assay; response scale: 100% = response to 6.5 mM cAMP; Potency, µM (highest dose often 154 µM), inactives show at the highest dose activation, actives largely listed as activators; hit rate 0.073% among 360,000; AID 720707, 2013; further: potency means the concentration at half of the fitted maximal effect; nearly all actives have a fitted effect of over 60% in size
# Target sequence (O95398 whole entry, looked up): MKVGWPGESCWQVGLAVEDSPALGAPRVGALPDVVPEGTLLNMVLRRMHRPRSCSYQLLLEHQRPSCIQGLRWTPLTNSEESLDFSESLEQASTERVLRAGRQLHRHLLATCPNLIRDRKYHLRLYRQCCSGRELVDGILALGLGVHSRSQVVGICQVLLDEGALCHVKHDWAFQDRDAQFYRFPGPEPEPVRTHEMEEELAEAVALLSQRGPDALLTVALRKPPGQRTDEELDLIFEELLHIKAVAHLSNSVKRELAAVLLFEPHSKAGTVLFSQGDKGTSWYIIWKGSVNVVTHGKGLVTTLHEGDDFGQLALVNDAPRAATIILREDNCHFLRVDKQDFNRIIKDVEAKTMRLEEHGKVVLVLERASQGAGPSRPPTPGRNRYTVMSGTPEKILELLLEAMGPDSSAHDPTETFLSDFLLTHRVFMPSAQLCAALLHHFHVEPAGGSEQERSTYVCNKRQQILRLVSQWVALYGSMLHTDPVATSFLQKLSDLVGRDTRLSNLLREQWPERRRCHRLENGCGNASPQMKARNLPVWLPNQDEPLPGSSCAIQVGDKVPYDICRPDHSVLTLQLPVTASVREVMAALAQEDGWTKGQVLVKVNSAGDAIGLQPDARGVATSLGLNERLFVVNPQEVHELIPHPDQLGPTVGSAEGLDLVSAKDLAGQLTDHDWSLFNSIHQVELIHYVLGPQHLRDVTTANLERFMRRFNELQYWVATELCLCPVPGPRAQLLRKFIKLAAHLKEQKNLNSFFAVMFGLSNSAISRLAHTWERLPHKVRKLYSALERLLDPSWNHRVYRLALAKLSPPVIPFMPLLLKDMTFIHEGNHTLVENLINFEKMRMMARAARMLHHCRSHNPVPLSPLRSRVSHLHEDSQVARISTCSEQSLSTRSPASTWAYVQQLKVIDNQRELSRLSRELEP
#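 Fluorescent GDP-exchange assay: 100 nM EPAC1 with 250 nM Rap1B preloaded with BODIPY-GDP and 50 uM GDP; compounds tested as concentration series, 5 min at room temperature, then read every 5 min for 30 min (ex 480/em 540 nm); normalized to 6.5 mM cAMP.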
# MmCpn inh: Inhibitors of TCP-1 ring complex (TRiC) of Methanococcus maripaludis (MmCpn): qHTS | Chaperonin Mm-Cpn (Methanococcus maripaludis) | purified Mm-Cpn ATPase, ADP Transcreener TR-FRET | Potency, µM (highest dose often 76.9 µM), for the others: top-dose activity, negative = inhibition, most hits filed as inhibitors | hit rate 0.031% among 330,000; further: potency means the concentration at half of the fitted maximal effect; on the % scale 0 is the no-effect control and ±100 the full control effect; nearly all actives have a fitted effect of over 80% in size
#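 Quantitative HTS used 25 nM Mm-CPN and 10 uM ATP in magnesium/KCl Tris buffer, pH 7.4, with 1 mM DTT. Hydrolysis ran 30 min at 37°C; ADP was read by HTRF.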
# PI5P4K alpha inh: qHTS for Inhibitors of phosphatidylinositol 5-phosphate 4-kinase (PI5P4K); Phosphatidylinositol 5-phosphate 4-kinase type-2 alpha (Homo sapiens), P48426; PI5P4Kalpha enzyme, ADP-Glo luminescence, 60 min; stronger effect = lower value; max response, %; hit rate 1.2% among 330,000; AID 652105, 2013; active means max response of -50% or lower; inconclusive means between -30% and -50%; inactive means -30% or higher; further: value at the top dose of about 77 µM; on the % scale 0 is the no-effect control and ±100 the full control effect
#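 Single end-point luminescence (ADP-Glo) quantified ADP from PI5P4Kalpha turnover; ATP 5 microM final, 1 h at RT, 0.1% CHAPS and 0.28 mM EGTA in HEPES pH 7.4.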
# EPAC2 antag: qHTS for Antagonist of cAMP-regulated guanine nucleotide exchange factor 2 (EPAC2): primary screen; hit rate 0.18% among 360,000; EPAC2 GEF exchange of Rap1B-BODIPY-GDP, fluorescence; Potency, µM (doses to about 114 µM), for the others: at the highest dose activity, negative = inhibition, usual class: inhibitors; AID 720708, 2013; further: potency means the concentration at half of the fitted maximal effect; on the % scale 0 is the no-effect control and ±100 the full control effect; nearly all actives have a fitted effect of over 45% in size; many of its hits are not listed in these tables
# WRN inhibitor: qHTS for Inhibitors of WRN Helicase; hit rate 0.46% among 360,000; Potency, µM (top dose mostly 114 µM), for the others: top-dose activity change, negative = inhibition, usual class: inhibitors; WRN helicase unwinding, fluorescent forked duplex, kinetic; further: potency means the concentration at half of the fitted maximal effect; on the % scale 0 is the no-effect control and ±100 the full control effect; nearly all actives have a fitted effect of over 55% in size
#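 Fluorescence dequenching readout, ex 525 nm/em 598 nm, kinetic mode: forked duplex DNA (100 nM final) with adjacent fluorophore and quencher unwound by WRN (20 nM final) with 2 mM ATP. Compound preincubation 15 min, room temperature.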
# PLK1 PBD block: qHTS for Inhibitors of PLK1-PDB (polo-like kinase 1 - polo-box domain): Primary Screen; Potency, µM, for the others: max response, negative = inhibition, usual class: inhibitors; Plk1 PBD binding of FITC phosphopeptide, fluorescence polarization; hit rate 2.8% among 360,000; Serine/threonine-protein kinase PLK1 (Homo sapiens), P53350; further: potency means the concentration at half of the fitted maximal effect; series mostly up to about 57 µM; on the % scale 0 is the no-effect control and ±100 the full control effect; nearly all actives have a fitted effect of over 65% in size
# CCT modulator: High-Throughput Screening for Modulators of Cytosolic Chaperonin Activity. purified chaperonin ATPase assay, HTRF ADP detection, 30 min. activity change, % (concentration not given with the values), hits read low. hit rate 0.3% among 360,000; in the data active means activity change below about -30%; further: on the % scale 0 is the no-effect control and ±100 the full control effect
#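 TRiC at 40 or 20 nM final (batch-dependent) in 30 mM Tris pH 7.4, 100 mM KCl, 5 mM MgCl2, 1 mM DTT, with compound at single 76 uM and 10 uM ATP, 30 min at 37 deg C. ADP detected by HTRF Transcreener, 665/615 ratio.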
# EPAC1 antag: qHTS for Antagonist of cAMP-regulated guanine nucleotide exchange factor 3 (EPAC1): primary screen; EPAC1 GEF assay, Rap1b-BODIPY-GDP exchange fluorescence; Rap guanine nucleotide exchange factor 3 (Homo sapiens), O95398; hit rate 0.14% among 360,000; Potency, µM (doses to about 115 µM), without a hit: top-dose activity change, negative = inhibition, actives largely listed as inhibitors;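 further: potency means the concentration at half of the fitted maximal effect; plate controls were vehicle for no effect and positive control for full effect; nearly all actives have a fitted effect of over 50% in size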
# An asterisk follows results filed as active; ? = inconclusive; nt = no result given; [ ] = another dose, or the depositor's remark. Unless noted, the call rests on the fitted dose curve; in most records, active means well fitted curve in the direction sought with a large enough effect; inconclusive means small, poorly fitted or top-dose-only effect, or another doubt; inactive means no such curve, though single readings can be large; an effect the other way counts as inactive or inconclusive. These rows are one share of the data; the hit share may differ from the screen's.
SMILES,EPAC1 agonist,MmCpn inh,PI5P4K alpha inh,EPAC2 antag,WRN inhibitor,PLK1 PBD block,CCT modulator,EPAC1 antag
COc1cccc(C(=O)N(C)c2nnc(-c3ccncc3)s2)c1,-5.0%,0.8%,-2.9,-3.4%,-15.8%,-3.1%,-2.0,4.8%
CNC(=O)Nc1ccc(Cn2cc(C(F)(F)F)ccc2=O)cc1,3.4%,3.3%,-6.8,-21.2%,0.8%,-9.3%,-2.2,5.2%
CCOC(=O)C1CCCN(C(=O)CNS(=O)(=O)c2ccc(Br)s2)C1 (centres undefined),3.9%,0.3%,nt,3.6%,-3.4%,-5.9%,-2.4,5.0%
O=C(NCc1cccs1)C1CCCN(C(=O)Nc2ccc(F)cc2)C1 (centres undefined),-6.5%,-0.7%,-2.6,2.4%,1.4%,-5.7%,-0.4,-18.7%
CCC(c1nnc(SCC(=O)Nc2cccc(S(N)(=O)=O)c2)n1-c1ccc(OC)cc1)N(C)C (centres undefined),-3.0%,-2.4%,-4.3,5.7%,4.7%,4.2%,1.5,14.3%
Cc1ccccc1NC(=O)c1cccc(OCc2c(C)noc2C)c1,0.4%,-0.1%,-2.7,-1.1%,0.2%,-11.4%,0.5,-5.4%
CCOc1ccccc1CNC(=O)CN1C(=O)CSc2ccc(S(=O)(=O)N3CCOCC3)cc21,0.3%,1.8%,-2.0,-2.2%,6.1%,-12.0%,-0.2,-2.7%
CN(Cc1ccco1)C(=O)[C@H](Cc1ccccc1)NC(=O)CC[C@H]1O[C@@H](n2ccc(=O)[nH]c2=O)[C@H](O)[C@@H]1O,-1.0%,nt,5.6,0.9%,-6.5%,1.6%,2.1,-18.5%
Cc1ccc(CCNC(=O)CC(C)CC2=NS(=O)(=O)c3ccccc3N2)cc1 (centres undefined),-8.3%,-0.6%,-4.0,-3.1%,-4.0%,-10.4%,-1.6,-16.2%
O=C(NC(=S)Nn1cnc2c(cnn2-c2ccccc2)c1=O)c1ccc(Oc2ccccc2)cc1,-9.8%,-0.6%,-8.8,2.8%,5.4%,-17.7%,-0.9,19.2%
O=C(C1COc2ccccc2O1)N1CCN(c2nc3ccccc3s2)CC1 (centres undefined),3.5%,-0.7%,-2.0,0.6%,-2.4%,0.6%,-0.2,-1.1%
O=C(CN1CCCC1)Nc1c(Cl)cccc1Cl,-7.1%,-0.4%,-0.9,-5.6%,9.7%,-5.5%,-1.8,?
CCOC(=O)Nc1ccc2ncn(C)c(=O)c2c1,9.2%,2.4%,5.3,-6.9%,-3.4%,-1.4%,0.9,6.8%
Cc1noc(C)c1COC(=O)C1CCN(S(=O)(=O)c2ccc(F)cc2)CC1,4.4%,0.4%,-2.4,9.2%,8.1%,-0.1%,1.1,7.9%
O=c1c2ccccc2nc2n1CCS2(=O)=O,11.4%,2.5%,3.9,-11.9%,-3.2%,-27.7%,0.3,-3.5%
Cc1ccc(CNC(=O)CS(=O)(=O)c2cn(CC(=O)N3CCOCC3)c3ccccc23)cc1,-12.9%,1.0%,-2.1,4.1%,4.7%,-7.5%,1.3,14.5%
Cc1ccc(OCCOC(=O)CN2C(=O)NC3(CCCC3)C2=O)cc1,-6.6%,0.4%,1.6,-18.3%,-18.3%,-11.5%,0.2,-21.5%
COc1cc(NC(=O)N[C@@H](Cc2c[nH]c3ccccc23)C(=O)O)c(C(=O)O)cc1OC,3.5%,-3.2%,11.0,-3.7%,-0.7%,-4.5%,-3.9,1.9%
CC(C)Oc1cccc(C(=O)C2CCCN(C(=O)c3cc(C(F)(F)F)[nH]n3)C2)c1 (centres undefined),-18.7%,-4.7%,12.0,-0.5%,9.3%,2.4%,0.2,-19.1%
O=C(O)CN1CCN(c2ncc(C(F)(F)F)cc2Cl)CC1,2.1%,0.6%,-0.3,-0.6%,2.4%,-11.8%,-0.6,-1.2%
COC(=O)c1ccc(C2NC(=O)CCC2[N+](=O)[O-])cc1 (centres undefined),5.0%,1.3%,0.4,10.4%,11.1%,-2.1%,1.4,1.9%
O=C(NCc1ccc(F)cc1)C1CCCN(c2nc3ccsc3c(=O)s2)C1 (centres undefined),1.8%,-1.9%,0.3,15.7%,3.7%,-14.3%,0.3,-21.2%
Clc1nc2sccn2c1/C=N/n1cnc2ccccc21,2.8%,-3.2%,nt,10.2%,-15.8%,-1.1%,-4.6,-5.8%
CCOc1cc(CNCCSc2nnnn2C)cc(Br)c1OCc1ccc(F)cc1,-7.3%,-1.4%,3.7,-3.0%,-13.2%,-7.3%,2.0,-27.9%
CCN1CCN(c2cc(N3CCc4ccccc4C3)c(F)cc2[N+](=O)[O-])CC1,0.8%,-2.6%,4.4,-10.4%,-9.8%,-9.9%,1.1,0.2%

# Quoted from above (two entries):
SMILES,EPAC1 agonist,MmCpn inh,PI5P4K alpha inh,EPAC2 antag,WRN inhibitor,PLK1 PBD block,CCT modulator,EPAC1 antag
Cc1ccccc1NC(=O)c1cccc(OCc2c(C)noc2C)c1,0.4%,-0.1%,-2.7,-1.1%,0.2%,-11.4%,0.5,-5.4%
CCOc1ccccc1CNC(=O)CN1C(=O)CSc2ccc(S(=O)(=O)N3CCOCC3)cc21,0.3%,1.8%,-2.0,-2.2%,6.1%,-12.0%,-0.2,-2.7%

# The list continues.
SMILES,EPAC1 agonist,MmCpn inh,PI5P4K alpha inh,EPAC2 antag,WRN inhibitor,PLK1 PBD block,CCT modulator,EPAC1 antag
C[C@H]1C[C@H]2[C@@H]3CCC4=CC(=O)C=C[C@]4(C)[C@@]3(Cl)[C@@H](O)C[C@]2(C)[C@@]1(O)C(=O)CO,-21.1%,-2.6%,0.0,-1.0%,7.6%,-21.5%,-1.5,8.7%
CCCCn1c(N)c(N(CCOC)C(=O)C(C)N2C(=O)c3ccccc3C2=O)c(=O)[nH]c1=O (centres undefined),2.6%,1.7%,-1.1,4.4%,-2.4%,5.1%,-1.2,-3.9%
O=C(Nc1ccccc1N1CCCC1)c1cccc(Cl)c1Cl,-10.1%,-2.9%,5.5,0.9%,-3.8%,-9.0%,1.6,-16.9%
Cc1nc(SCC(=O)Nc2ccc(S(=O)(=O)N3CCOCC3)cc2)c2c(C)c(C)sc2n1,-9.0%,-18.1%,0.6,3.6%,-3.3%,-10.4%,-2.1,-11.5%
O=C(NCCCNC(=O)NC1CCCCC1)NC1CCCCC1,3.4%,nt,nt,9.8%,5.6%,-5.2%,-1.9,9.7%
COc1ccc(CNC(=O)C2CCCN(S(=O)(=O)c3c(C)nn(C)c3C)C2)cc1 (centres undefined),2.8%,-1.7%,-4.3,-4.4%,1.3%,-10.0%,1.6,6.8%
COc1ccc(-c2cc3c(=O)n(CC(=O)Nc4ccc(Cl)cc4)ncn3n2)cc1,-0.7%,-1.2%,-4.0,3.1%,0.6%,-3.2%,-1.3,-3.7%
Cc1ccc(N2C(=O)N3[C@H](c4ccc(F)cc4)[C@@H]4C(=O)N(C5CCCCC5)C(=O)[C@@H]4[C@]3(Cc3ccccc3)C2=O)cc1,-10.9%,0.0%,-4.7,3.7%,2.2%,-7.8%,-3.1,-10.6%
O=C(NC1CC2CCC1C2)C1COc2ccccc2O1 (centres undefined),19.5%,-0.6%,1.4,8.1%,-1.1%,-3.7%,-4.0,0.0%
COc1ccccc1CN1C(=O)c2ccncc2C1=O,2.4%,2.6%,nt,5.6%,2.3%,-1.6%,-0.6,4.4%
Cc1ccc(/C=C/c2nc3sc(C(=O)O)c(C)c3c(=O)[nH]2)cc1[N+](=O)[O-],6.1%,-16.0%,?,-29.6%,?,?,1.2,-13.1%
Cc1ccc2cc(CCNS(=O)(=O)c3ccc(Br)cc3)c(=O)[nH]c2c1C,2.8%,0.9%,-1.5,-4.2%,-9.3%,0.5%,3.1,-15.5%
Cc1cccc(NC(=O)Cn2c(=O)n(Cc3ccco3)c(=N)c3c4c(sc32)COC(C)(C)C4)c1,13.8%,?,-2.9,-7.5%,-7.2%,5.0%,-0.5,-13.2%
CCOC(=O)c1cnc(-n2[nH]c(C)c(Cc3ccccc3)c2=O)[nH]c1=O,-1.4%,1.0%,-8.8,-5.6%,-17.3%,-3.7%,-2.8,1.7%
COc1ccc(S(=O)(=O)N(C)CC(=O)NCc2ccccn2)cc1,8.2%,0.3%,1.9,9.4%,7.0%,-8.6%,0.5,0.8%
CCOc1ccc(NC(=O)C(=O)NCc2ccncc2)cc1,-12.3%,-6.5%,9.0,-2.3%,-6.0%,?,-0.6,-20.3%
CCOc1ccc(NC(=S)N2CCN(S(=O)(=O)c3ccc(OC)cc3)CC2)cc1,9.9%,0.9%,2.9,-13.0%,?,-4.3%,-5.0,-26.6%
Cc1ccc(NC(=S)N(C)C(c2ccccc2)c2ccccc2)cc1C,15.0%,-1.4%,1.6,-19.4%,-5.4%,4.5%,2.8,-4.9%
CC(=O)Nc1nc(=S)n(-c2ccccc2)[nH]1,8.1%,-0.2%,nt,-3.1%,-9.7%,26.7µM*,-2.9,12.8%
CCOc1ccc(NC(=O)CSc2nnc(-c3ccco3)n2C)cc1,-5.2%,-2.1%,2.7,2.7%,-1.7%,-1.8%,1.2,11.5%
CC(=O)OC[C@H]1O[C@@H](Sc2cccc3cccnc23)[C@H](OC(C)=O)[C@@H](OC(C)=O)[C@@H]1OC(C)=O,-1.0%,-1.1%,4.4,2.8%,-32.9%[57.1 µM],-14.3%,-3.2,12.2%
COC(=O)C1=C(N)Oc2cc(C)n(Cc3cccnc3)c(=O)c2C1c1cc(OC)ccc1OC (centres undefined),3.1%,0.6%,3.1,0.5%,-6.3%,-1.5%,-4.4,4.2%
Cc1cccc(OCCC(=O)Nc2ccc(C)c(S(=O)(=O)N3CCOCC3)c2)c1,4.2%,-4.8%,3.8,-16.8%,-10.6%,-14.1%,0.5,-23.0%
O=C(Nc1ccc(C(=O)OC[C@@H]2CCCN3CCCC[C@H]23)cc1)c1cccc(Br)c1,0.6%,-0.4%,0.5,-11.6%,13.2%,-5.6%,2.0,10.0%
